APE1 inh: inhibitors of human APE1 endonuclease | actives 0.35% (n = 350,000) | recombinant APE1, TAMRA/BHQ-2 abasic DNA cleavage fluorescence | AID 2517 | Potency, µM (highest dose often 65.8 µM), without a hit: at the top dose activity change, negative = inhibition, hits mostly inhibitors | P27695;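 also: potency is read from the fitted curve at half-maximal effect; plate controls were vehicle for no effect and reference inhibitor for full effect; nearly all actives have a fitted effect of over 55% in size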
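Step 1: APE1 (0.75 nM) with compound, 15 min RT. Step 2: add 50 nM fluorophore/quencher THF duplex. Step 3: three fluorescence reads 60 s apart (525/598 nm); read 3 minus read 1 = reaction progress.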
Pol beta inh: inhibitors of human DNA polymerase beta. P06746. Pol beta primer extension/strand displacement, fluorescence kinetic. Potency, µM (top dose mostly 114 µM), for inactives: at the highest dose activity change, negative = inhibition, hits mostly inhibitors. actives 1.3% (n = 340,000); also: potency is read from the fitted curve at half-maximal effect; % is scaled to controls: 0 for no effect and ±100 for the full control effect
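10 nM enzyme + cpd, 15 min RT; start with substrate 50 nM final; read 0 min and after 10 min RT. Corrected, normalized data; 4-parameter Hill curve fit.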
BLM helicase inh: blocks DNA unwinding by human BLM helicase. P54132. recombinant BLM DNA unwinding, fluorescence dequenching. Potency, µM (doses to about 56.1 µM), for the others: at the highest dose activity change, negative = inhibition, hits mostly inhibitors. actives 0.2% (n = 350,000). AID 2528;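 also: potency is read from the fitted curve at half-maximal effect; plate controls were vehicle for no effect and no enzyme for full effect; nearly all actives have a fitted effect of over 35% in size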
GRP78 ERSR act: ER stress response induction in glioma; actives 0.02% (n = 420,000); U87-MG GRP78 promoter luciferase reporter, 16 h; Potency, µM, without a hit: at the top dose activation, actives largely listed as activators; also: potency is read from the fitted curve at half-maximal effect; series mostly up to about 76 µM; % of control where 0% means no effect; nearly all actives have a fitted effect of over 35% in size
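Stably transfected U87-MG human glioma cells carrying a GRP78-based luminescent sensor were seeded at 1000 cells/well, pin-dosed with compounds and incubated 16 h. Luciferase reagent was then added, and end-point luminescence was read after 10 min at room temperature.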
Pol eta inh: inhibitors of human DNA polymerase eta. Q9Y253. recombinant Pol eta, fluorescent DNA replication assay. Potency, µM (doses to about 114 µM), for inactives: at the highest dose activity change, negative = inhibition, actives largely listed as inhibitors. actives 1.2% (n = 390,000); also: potency is read from the fitted curve at half-maximal effect; % is scaled to controls: 0 for no effect and ±100 for the full control effect
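Pol eta at 10 nM preincubated with compounds 15 min at room temperature; reaction started with fluorescent substrate (50 nM final) and read kinetically at 0 and 10 min.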
Pol kappa inh: DNA polymerase kappa (human) inhibition | purified Pol kappa, fluorescent DNA synthesis assay, 10 min | Potency, µM (titrated, usually from 107 µM), for the others: at the top dose activity, negative = inhibition, hits mostly inhibitors | actives 0.53% (n = 400,000); also: potency is read from the fitted curve at half-maximal effect; % is scaled to controls: 0 for no effect and ±100 for the full control effect
Target sequence (Q9UBT6 whole entry, looked up): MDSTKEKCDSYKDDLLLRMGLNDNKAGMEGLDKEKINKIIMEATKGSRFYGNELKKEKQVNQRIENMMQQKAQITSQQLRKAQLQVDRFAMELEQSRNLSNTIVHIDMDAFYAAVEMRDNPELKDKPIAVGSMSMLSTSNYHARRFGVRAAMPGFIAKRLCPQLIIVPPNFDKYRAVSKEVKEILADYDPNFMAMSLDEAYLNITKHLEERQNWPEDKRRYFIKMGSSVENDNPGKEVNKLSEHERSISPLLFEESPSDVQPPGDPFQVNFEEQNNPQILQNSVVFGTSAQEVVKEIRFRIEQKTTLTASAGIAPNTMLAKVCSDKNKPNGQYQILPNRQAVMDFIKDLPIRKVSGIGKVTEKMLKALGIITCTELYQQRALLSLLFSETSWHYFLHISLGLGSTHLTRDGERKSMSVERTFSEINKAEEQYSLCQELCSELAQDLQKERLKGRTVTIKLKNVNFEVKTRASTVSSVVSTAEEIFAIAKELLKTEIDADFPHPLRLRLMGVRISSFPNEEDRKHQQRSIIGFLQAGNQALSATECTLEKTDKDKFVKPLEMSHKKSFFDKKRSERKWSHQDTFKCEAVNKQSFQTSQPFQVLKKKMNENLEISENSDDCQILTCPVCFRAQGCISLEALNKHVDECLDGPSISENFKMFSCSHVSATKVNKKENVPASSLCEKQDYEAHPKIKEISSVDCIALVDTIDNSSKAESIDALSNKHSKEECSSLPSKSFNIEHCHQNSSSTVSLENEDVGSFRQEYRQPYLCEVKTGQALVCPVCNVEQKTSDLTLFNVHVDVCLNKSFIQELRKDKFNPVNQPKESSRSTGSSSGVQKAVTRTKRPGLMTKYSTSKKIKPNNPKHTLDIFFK
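Kinetic fluorescence screen: compound preincubated 15 min RT with 10 nM enzyme; 50 nM substrate (final) initiates; reads at 0/10 min.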
Anesthetic bind: candidate novel general anesthetic via apoferritin binding. P02791. apoferritin/1-aminoanthracene competitive binding, fluorescence. Potency, µM (top dose mostly 77.5 µM), without a hit: at the highest dose activity change, negative = displacement, usual class: inhibitors. actives 0.074% (n = 350,000). AID 485281; also: potency is read from the fitted curve at half-maximal effect; % is scaled to controls: 0 for no effect and ±100 for the full control effect; nearly all actives have a fitted effect of over 20% in size
Target sequence (P02791 2-175 limits assumed): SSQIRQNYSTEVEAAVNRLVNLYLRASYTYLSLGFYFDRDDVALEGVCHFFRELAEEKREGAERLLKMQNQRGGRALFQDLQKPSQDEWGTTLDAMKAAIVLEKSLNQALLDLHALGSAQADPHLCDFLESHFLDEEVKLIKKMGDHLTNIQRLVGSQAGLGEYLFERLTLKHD
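Steps: apoferritin (10 uM) was premixed with half-saturated 1-AMA in PBS, compounds were pin-transferred, plates stood 10 min at room temperature, fluorescence was read at 380/535 nm, and curves were fitted with a Hill equation.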
Pol iota inh: DNA polymerase iota (human) inhibition. Pol iota fluorescent replication assay, 10 min. Potency, µM (highest dose often 115 µM), for the others: at the highest dose activity, negative = inhibition, hits mostly inhibitors. actives 1% (n = 390,000). AID 588590; also: potency is read from the fitted curve at half-maximal effect
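Pol iota at 10 nM preincubated 15 min with compounds at room temperature; reaction started with fluorescent substrate, 50 nM final. Fluorescence read kinetically at 0 and 10 min; buffer-only wells as negative control.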
LDHA inh: blocks human lactate dehydrogenase A | P00338 | purified LDHA, NADH/diaphorase-resazurin fluorescence; hits give low values | activity change, % (values are at about 110 or 230 µM) | actives 0.15% (n = 480,000) | AID 1347041; in the data active = activity change below about -30%; inconclusive = mostly about -25% to -30%;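 also: plate controls were DMSO wells for no effect and wells without enzyme for full effect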
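Human LDH5 (2 nM) was incubated with 0.06 mM NADH and 0.2 mM pyruvate for 5 min at room temperature in Tris pH 7.4. Remaining NADH was coupled through diaphorase/resazurin, and resorufin fluorescence was read at 0 and 20 min.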
Starred values were filed as active, the others as inactive; u = inconclusive; x = not tested or not shown; & = joins results of further samples; [ ] = another dose, or the depositor's remark. Unless noted, calls follow the shape of the dose curve; as a rule, active = well fitted curve in the direction sought with a large enough effect; inconclusive = small, poorly fitted or top-dose-only effect, or another doubt; inactive = no such curve, though single readings can be large; an effect the other way counts as inactive or inconclusive. A portion of the library. The share of hits here may be higher or lower than overall.

SMILES | APE1 inh | Pol beta inh | BLM helicase inh | GRP78 ERSR act | Pol eta inh | Pol kappa inh | Anesthetic bind | Pol iota inh | LDHA inh
CCc1cc(=O)oc2c(C)c(OC(C)C(=O)N3CCC[C@@H]3C(=O)O)ccc12 (some centres not stated) | 34% | 25% | 1% | -2% | -9% | -12% | -10% | -8% | -6
CCOc1ccccc1NC(=O)c1cc2ccc3cccnc3c2[nH]1 | x | u | -2% | 3% | -18% | -4% | 21% | -19% | -8
COc1ccc(Cc2nnc(N/N=C/c3ccc(C)o3)[nH]c2=O)cc1 | 4% | 4% | -7% | -3% | -16% | -12% | -7% | 16% | -2
Cc1ccc2nc(Cl)cc(=O)n2c1 | x | x | x | -5% | -11% | -10% | x | -6% | -2
N#Cc1ccc(Nc2ccccc2)c(N)c1 | -6% | 0% | -2% | -2% | -19% | -6% | u | 17% | -2
O=C(CNC(=O)c1ccc(Br)o1)NCc1ccc(F)cc1 | 19% | -18% | 2% | -3% | -13% | 11% | -7% | -1% | -1
S=C(NCc1ccco1)N1CCN(C/C=C/c2ccccc2)CC1 | -2% | 18% | -4% | 2% | -21% | 8% | -9% | 9% | 2
O=C(c1ccc(N2CCOCC2)c([N+](=O)[O-])c1)N1CCN(c2ccccc2)CC1 | x | x | x | -8% | -2% | -13% | x | 3% | 1
O=C(COC(=O)c1ccccc1OCC(=O)Nc1ccc(Br)cc1)Nc1ccccc1 | -9% | 8% | -7% | -2%&-3% | u | -15%&-21% | -5% | 7%&7% | -1&-3
O=C1c2ccccc2S(=O)(=O)c2cc(N3CCOCC3)ccc21 | x | x | x | -10% | -2% | 13% | x | 16% | 3
COc1cc(NC(=O)CCc2ccccc2)c(C(=O)O)cc1OC | u | 37% | -2% | -2% | -11% | 3% | -8% | -7% | 2
CCCNS(=O)(=O)c1ccc2c(c1)n(C)c(=O)n2C | 2% | -20% | 3% | -1% | -17% | 0% | -5% | 75%[activator] | 1
CCC(CC)N1CCN(C(=O)c2cccc(Cl)c2)CC1 | 0% | u | 5% | -3% | -1% | 0% | -2% | 20% | -16
C/C=C/COC(=O)c1[nH]c2c(c1C)C(=O)CC(c1ccc(N(C)C)cc1)C2 (configuration not stated) | 0% | -6% | -7% | 1% | -10% | 0% | u | 67%[activator] | 4
COCCNC(=O)C(=O)Nc1cc2c3c(c1)CC(=O)N3CCC2 | -2% | 4% | -12% | -2% | 1% | -27% | -11% | 21% | -5
O=C1OC(c2ccc(O)cc2)(c2ccccc2O)c2ccccc21 (configuration not stated) | x | x | x | -2% | -12% | -16% | x | -7% | -5
CCCN(CCC)c1ccc(CC(=O)NC(C)Cc2ccccc2)cc1 (configuration not stated) | -1% | -1% | -10% | -1% | -16% | -16% | -7% | 1% | 2
CCOc1ccc(C(=O)Nc2ncn[nH]2)cc1 | 20% | 3% | -8% | 0% | -10% | -12% | 0% | -6% | -10
c1ccc(-c2c[nH]c3[n+]2CCCCC3)cc1 | -3% | -11% | 1% | 3% | -1% | -6% | -10% | -5% | -3
CCCn1c(=O)c(C(=O)Nc2cnccn2)c(O)c2ccccc21 | 12% | 12% | -5% | x | x | x | -15% | x | x

Molecules shown so far with a furan ring, fused or not:
SMILES | APE1 inh | Pol beta inh | BLM helicase inh | GRP78 ERSR act | Pol eta inh | Pol kappa inh | Anesthetic bind | Pol iota inh | LDHA inh
COc1ccc(Cc2nnc(N/N=C/c3ccc(C)o3)[nH]c2=O)cc1 | 4% | 4% | -7% | -3% | -16% | -12% | -7% | 16% | -2
O=C(CNC(=O)c1ccc(Br)o1)NCc1ccc(F)cc1 | 19% | -18% | 2% | -3% | -13% | 11% | -7% | -1% | -1
S=C(NCc1ccco1)N1CCN(C/C=C/c2ccccc2)CC1 | -2% | 18% | -4% | 2% | -21% | 8% | -9% | 9% | 2

Going on with the list.
SMILES | APE1 inh | Pol beta inh | BLM helicase inh | GRP78 ERSR act | Pol eta inh | Pol kappa inh | Anesthetic bind | Pol iota inh | LDHA inh
Cc1cc(OCC(=O)Nc2ccc3c(c2)OCCO3)cc(C)c1Cl | -6% | 11% | -9% | 3% | -19% | -12% | -8% | -6% | 0
COc1ccc2c(c1)C[C@]1(C)c3ccccc3C(=O)N(Cc3ccccc3)[C@H]21 | x | x | x | -2%&-1% | -24% | -4%&-1% | x | -1%&11% | 1
O=[N+]([O-])c1ccccc1SNc1ccc(Br)cn1 | 9% | 52%[activator] | -1% | -5% | -12% | 8% | -23% | 4% | 2
CC1CC(c2ccccc2)=Nc2ccccc2N1 (configuration not stated) | 7% | 1% | 1% | 8% | -2% | -7% | -16% | 156%[activator] | 3
CCOc1cc(-c2nc(-c3ccccc3)c(-c3cc([N+](=O)[O-])ccc3C)[nH]2)ccc1O | 0% | 2% | -10% | -2% | -9% | -8% | u | -6% | -4
O=C(Nc1ccc2nc3n(c(=O)c2c1)CCCCC3)C(=O)N1CCN(c2ccccc2F)CC1 | 85% | 21% | -2% | -2% | -22% | -12% | -3% | 63%[activator] | -1
CCCCNC(=O)CN1CCN(c2ccc(NC(=O)c3ccc(OC)cc3)cc2C(=O)O)CC1 | x | -2% | 2% | 0% | 5% | -3%[60.1 µM] | -5% | 16% | -7
CCOc1ccccc1N(C)C(=O)c1cn(C)c(=O)c2ccccc12 | 16% | 2% | -1% | -4% | 2% | -6% | 5% | 144%[activator] | -9
Cc1ccc(S(=O)(=O)CCC(=O)OC(C)C(=O)Nc2ccc(N3CCOCC3)cc2)cc1 (configuration not stated) | 24% | x | x | -1% | -19% | 3% | x | 37% | -5
CSc1cccc(NS(=O)(=O)c2ccc(C(C)=O)cc2)c1 | 14% | 4% | -2% | -2% | -3% | -10% | -8% | 9% | -10
Cc1ccc(S(=O)(=O)N2CCN(C(=O)c3c(-c4ccccc4)noc3C)CC2)cc1C | 28% | 91% | 0% | 0% | u | -6% | -14% | 22% | -8
COc1c2ccoc2c(OCC=C(C)C)c2oc(=O)ccc12 | 1% | -16% | -1% | 1% | -18% | -7% | 3% | 25% | 6
O=C(OCc1ccccc1)N1CCCC1/C=C/CN1CCOCC1 (configuration not stated) | -5% | 4% | -1% | -2% | -4% | -11% | -1% | 10% | -3
COc1ccc(/C=C(\C#N)c2nc(-c3cc4c(ccc5ccccc54)oc3=O)cs2)cc1O | x | 0% | -20% | -1% | u | -5% | 4% | 13% | -2
CCN(CC)S(=O)(=O)c1ccc(N2CCOCC2)c(NC(=O)c2cc3ccccc3oc2=O)c1 | -14% | 16% | -8% | 3% | -22% | -4% | 2% | 90%[activator] | -2
O=C(CSc1oc(-c2ccc(F)cc2)nc1S(=O)(=O)c1ccccc1)NC1CCCCC1 | x | 11% | -1% | -4% | -1% | 3% | -6% | 21% | -3
NNC(=S)Nc1c(F)cc(F)cc1Br | 8% | 1% | -4% | 0% | -18% | -11% | 4% | 9% | 0
O=C(Nc1ccc(C(F)(F)F)cc1)C1CC(=O)N(c2ccc3c(c2)OCCO3)C1 (configuration not stated) | -4% | u | -12% | 3% | u | -12% | -18% | u | -6
CC(NC(=O)c1ccc(CS(=O)(=O)c2ccc(Cl)cc2)o1)c1ccc2c(c1)OCCO2 (configuration not stated) | 1% | 20% | -3% | -5% | -21% | -4% | -17% | 1% | 3
NC(=O)c1ccc(NC(=O)COC(=O)/C=C/c2cn(-c3ccccc3)nc2-c2cccnc2)cc1 | 1% | 3% | -10% | -4% | u | -17% | 4% | u | -3
Cc1[nH]c2ccccc2c1/C=N/NC(=O)CNC(=O)COc1ccccc1 | -3% | u | -9% | 1% | -7% | 0% | -24% | u | 3
CCN1CCN(C(=O)Nc2ccc(Cc3ccc(NC(=O)N4CCN(CC)CC4)cc3)cc2)CC1 | 1% | 8% | -10% | -2% | -8% | 0% | -16% | -7% | 1
COc1ccc(C2C(C(=O)Nc3ccc(C)cc3C)=C(C)Nc3nc(SC)nn32)cc1OC (configuration not stated) | x | 0% | -7% | 1% | -10% | 1% | -5% | 8% | -17
COC(=O)Cc1csc(Nc2ccccc2)n1 | 0% | 19% | -4% | 1% | -8% | 0% | u | 13% | 0
C[C@H](CCCC/C=C/C(=O)O)O[C@@H]1O[C@@H](C)[C@H](O)C[C@H]1O | -4% | x | x | 1% | -15% | -16% | x | -13% | -12
COc1cccc(NC(=O)NCc2ccc3c(c2)CCN3C(=O)c2ccccc2)c1 | x | 1% | -1% | -3% | -11% | -6%[60.1 µM] | 8% | -12% | -3
CCOc1ccc(Sc2cc(C(=O)NCCc3ccccc3)c3ccccc3n2)cc1 | x | 28% | -1% | -2% | -12% | -11%[60.1 µM] | -2% | 4% | -3
CCOC(=O)CN(Cc1ccccc1)C(C(=O)NC1CCCCC1)c1ccc(OC)cc1 (configuration not stated) | x | 2% | -3% | -4% | -16% | -13% | -1% | -14% | -11
Cc1ccc(Cl)cc1N1CCN(c2ncnc3c2nc2n3CCCC2)CC1 | x | 1% | -4% | -4% | -27% | -9% | 2% | 22% | 0
Cc1ccc(CC(=O)N2CCN(c3ccc([N+](=O)[O-])cc3)CC2)cc1 | 15% | u | -5% | 1% | -10% | -5% | u | -9% | -2
CC(C)N(NC(=O)c1cccc2ccccc12)C(C)C | u | -4% | -1% | -2% | -1% | -23% | -6% | 52%[activator] | -5
COc1ccccc1N1CCN(C2CCCN(C(=O)C3=NN(C)C(=O)CC3)C2)CC1 (configuration not stated) | 52%[activator] | -20% | 1% | -7% | -5% | 0% | -6% | 41% | -2

2 entries from above, with each value named:
COC(=O)Cc1csc(Nc2ccccc2)n1
  APE1 inh: 0% | Pol beta inh: 19% | BLM helicase inh: -4% | GRP78 ERSR act: 1% | Pol eta inh: -8% | Pol kappa inh: 0% | Anesthetic bind: u | Pol iota inh: 13% | LDHA inh: 0

CCOC(=O)CN(Cc1ccccc1)C(C(=O)NC1CCCCC1)c1ccc(OC)cc1 (configuration not stated)
  APE1 inh: x | Pol beta inh: 2% | BLM helicase inh: -3% | GRP78 ERSR act: -4% | Pol eta inh: -16% | Pol kappa inh: -13% | Anesthetic bind: -1% | Pol iota inh: -14% | LDHA inh: -11

High-throughput results as filed in PubChem.
